Bioassay records (PubChem)
Tcruzi prolif = T. cruzi proliferation inhibition; T. cruzi beta-gal in NIH3T3, GalScreen luminescence, 90 h; inhibition, % at 8.34 µM; actives 5.9% (n = 77,000); AID 624255;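 active means mean inhibition above about 93%, with at least 55% of replicates each passing it, limit read from the data, passing the limit was not always enough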
C diff growth = C. difficile growth inhibition; Clostridium difficile clinical isolate growth, OD600, 24 h; active compounds read low; growth activity, negative = inhibition, % at 16 µg/mL (by protocol); actives 0.25% (n = 86,000); AID 1259249;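 active means mean growth activity at or below -80% and every replicate also at or below -80%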;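 further: 0% = DMSO wells and -100% = levofloxacin 16 µg/mL wells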
Pf Dd2 growth = blocks growth of Plasmodium falciparum Dd2 parasites; AID 1159554; actives 2.3% (n = 94,000); P. falciparum Dd2 growth, SYBR Green, 72 h; active compounds read low; activity change, % at 10 µM; in the data active means activity change below about -80%
GASC1 inh = inhibitors of human demethylase GASC-1 KDM4C. AID 720574. GST-KDM4C 2-372, H3K9me3 peptide, LANCE TR-FRET. actives 0.15% (n = 96,000). inhibition, % at 12.5 µM. Q9H3R0;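 active means mean replicate inhibition above about 25%, with at least 55% of replicates also reaching it, limit read from the data, passing the limit was not always enough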
Target sequence (Q9H3R0 2-372 limits assumed): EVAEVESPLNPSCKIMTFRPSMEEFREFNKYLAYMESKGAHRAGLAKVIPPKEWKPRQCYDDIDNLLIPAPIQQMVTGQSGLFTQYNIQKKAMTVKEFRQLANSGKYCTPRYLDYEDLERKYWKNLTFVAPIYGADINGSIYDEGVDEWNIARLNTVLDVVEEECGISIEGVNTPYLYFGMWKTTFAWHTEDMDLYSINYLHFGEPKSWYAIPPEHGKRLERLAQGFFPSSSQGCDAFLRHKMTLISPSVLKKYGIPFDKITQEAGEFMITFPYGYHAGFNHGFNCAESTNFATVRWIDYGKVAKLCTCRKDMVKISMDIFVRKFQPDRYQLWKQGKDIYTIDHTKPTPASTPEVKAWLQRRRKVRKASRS
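Assay system: GST-GASC-1 enzyme fragment 2-372 | Amount: 10 nM enzyme | Medium: HEPES buffer, pH 7.5, plus ascorbate | Reagent: H3K9me3 peptide substrate, Fe(II), 2-oxoglutarate | Doses: Single-point compound screen | Incubation: 30 min demethylation and 1 h detection at room temperature | Measured by: LANCE TR-FRET, excitation 340 nm, emissions 618 and 671 nm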
* marks the source's active call; other numbers are inactive results; . = no result given; & = joins results of further samples.

(1) CC(=O)Nc1ccc2c(c1)C(=O)N(C)[C@H]1CC[C@H](CC(=O)N3CCc4ccccc4C3)O[C@@H]1CO2
(2) C[C@@H]1CN([C@@H](C)CO)C(=O)Cc2cc(NC(=O)Nc3ccccc3)ccc2O[C@@H]1CN(C)CC1CC1
(3) O=C(Nc1ccccc1)N1CCCCN2[C@@H](CO)[C@@H](c3ccc(C#Cc4cccnc4)cc3)[C@@H]2C1
(4) C[C@@H]1CN([C@H](C)CO)C(=O)Cc2cc(NC(=O)Cn3cnnn3)ccc2O[C@H]1CN(C)S(=O)(=O)c1ccccc1
(5) C[C@@H]1CN([C@H](C)CO)C(=O)Cc2cc(NS(=O)(=O)c3cccs3)ccc2O[C@H]1CN(C)S(C)(=O)=O
(6) O=C(C1CCOCC1)N1CC(=O)N2[C@H](CO)[C@@H](c3ccc(Br)cc3)[C@H]2C1
Compound | 1 | 2 | 3 | 4 | 5 | 6
GASC1 inh | 0.1 | . | -0.7 | -1.8 | 0.1 | 2.3
C diff growth | -4 | -3 | 40 | -5 | -4 | -4
Pf Dd2 growth | -11 | -76 | -66 | -6 | 12 | 8
Tcruzi prolif | 48 | -38 | 105* | 18 | -24 | .

(7) C/C=C/c1ccc([C@@H]2[C@@H](CO)N(C(=O)c3cnccn3)C23CN(C(=O)C2CC2)C3)cc1
(8) CN(C)CCCNC(=O)[C@H]1[C@H](CO)[C@H]2Cn3c(cccc3=O)[C@H]2N1C(=O)Nc1ccccc1
(9) O=C(C[C@@H]1CC[C@H](NC(=O)C2CCC2)[C@@H](CO)O1)Nc1nccs1
(10) C[C@@H]1CCCCO[C@H](CN(C)C)[C@H](C)CN([C@@H](C)CO)C(=O)c2cc(NS(=O)(=O)c3ccccc3)ccc2O1
(11) C[C@H](CO)N1C[C@H](C)[C@H](CN(C)Cc2ccc3c(c2)OCO3)Oc2ccc(NC(=O)NC3CCCCC3)cc2C1=O
(12) C[C@@H]1CN([C@@H](C)CO)C(=O)c2cc(NC(=O)Nc3cccc4ccccc34)ccc2O[C@H]1CN(C)Cc1ccc(Cl)c(Cl)c1
Compound | 7 | 8 | 9 | 10 | 11 | 12
GASC1 inh | -0.7 | 1.7 | 1.5 | 0.0 | -2.3 | -1.3
C diff growth | -1 | -5 | -3 | -6 | 4 | -9
Pf Dd2 growth | 3 | -1 | 13 | 9 | 18 | -12
Tcruzi prolif | . | 24 | 1 | 47 | 100* | 98*

(13) Cc1noc(C)c1S(=O)(=O)Nc1ccc2c(c1)CC(=O)N([C@H](C)CO)C[C@H](C)[C@H](CN(C)CC1CC1)O2
(14) C[C@H]1CN([C@@H](C)CO)C(=O)c2cc(-c3ccc(C(=O)N(C)C)cc3)cnc2O[C@@H]1CN(C)C(=O)C1CC1
(15) C[C@@H]1CN([C@H](C)CO)C(=O)c2cc(NC(=O)Nc3ccc4c(c3)OCO4)ccc2O[C@@H](C)CCCCO[C@@H]1CN(C)C(=O)C1CCCCC1
(16) Cc1noc(C)c1NC(=O)Nc1ccc2c(c1)C(=O)N([C@H](C)CO)C[C@H](C)[C@H](CN(C)C(=O)CCCN(C)C)OCCCC[C@H](C)O2
(17) Cc1ccc(S(=O)(=O)N(C)C[C@H]2Oc3ccc(NC(=O)Nc4cccc5ccccc45)cc3C(=O)N([C@H](C)CO)C[C@H]2C)cc1
(18) O=C(C[C@@H]1CC[C@@H]2[C@H](COC[C@@H](O)CN2C(=O)Nc2ccc(Cl)c(Cl)c2)O1)NCc1ccc(Cl)c(Cl)c1
Compound | 13 | 14 | 15 | 16 | 17 | 18
GASC1 inh | -0.8 | 0.2 | -1.1 | 1.5 | -7.7 | -0.4
C diff growth | -4 | -4 | -3 | -2 | . | .
Pf Dd2 growth | 10 | 21 | -78 | 61 | -12 | -16
Tcruzi prolif | 6 | -9 | 18 | 38 | 87 | 109*

(19) CC(=O)N(C)C[C@@H]1Oc2ncc(C#Cc3ccncc3)cc2C(=O)N([C@H](C)CO)C[C@H]1C
(20) C[C@@H]1CN([C@@H](C)CO)C(=O)c2cc(C#CC3(O)CCCC3)cnc2O[C@H]1CN(C)Cc1ccncc1
(21) O=C(N[C@H]1CC[C@H](CCNS(=O)(=O)c2ccc(Cl)cc2)O[C@H]1CO)c1cccnc1
(22) CO[C@@H]1CN(C)C(=O)c2ccc(NC(=O)C3CC3)cc2OC[C@H](C)N(C(=O)c2cnccn2)C[C@@H]1C
(23) CO[C@@H]1CN(C)C(=O)c2ccc(NS(=O)(=O)c3ccc(Oc4ccccc4)cc3)cc2OC[C@@H](C)NC[C@@H]1C
(24) COCC(=O)Nc1ccc2c(c1)C(=O)N(C)[C@@H]1CC[C@H](CC(=O)NCc3cccc(F)c3)O[C@H]1CO2
Compound | 19 | 20 | 21 | 22 | 23 | 24
GASC1 inh | 0.6 | -2.3 | -0.8 | -1.9 | 5.3 | 0.0
C diff growth | 3 | 0 | 2 | 2 | . | 3
Pf Dd2 growth | 24 | 24 | 7 | 18 | 3 | 1
Tcruzi prolif | . | -38 | -59 | 30 | -43 | 20

By substructure: the compounds so far with a Cl atom
(12) C[C@@H]1CN([C@@H](C)CO)C(=O)c2cc(NC(=O)Nc3cccc4ccccc34)ccc2O[C@H]1CN(C)Cc1ccc(Cl)c(Cl)c1
(18) O=C(C[C@@H]1CC[C@@H]2[C@H](COC[C@@H](O)CN2C(=O)Nc2ccc(Cl)c(Cl)c2)O1)NCc1ccc(Cl)c(Cl)c1
(21) O=C(N[C@H]1CC[C@H](CCNS(=O)(=O)c2ccc(Cl)cc2)O[C@H]1CO)c1cccnc1
Compound | 12 | 18 | 21
GASC1 inh | -1.3 | -0.4 | -0.8
C diff growth | -9 | . | 2
Pf Dd2 growth | -12 | -16 | 7
Tcruzi prolif | 98* | 109* | -59

The list goes on:
(25) COc1ccc(CN(C)C[C@H]2Oc3c(NC(=O)c4ccc(-c5nccs5)cc4)cccc3C(=O)N([C@@H](C)CO)C[C@H]2C)cc1
(26) COc1ccc(NC(=O)N2C[C@H](O)COC[C@@H]3O[C@@H](CC(=O)NCc4ccncn4)CC[C@H]32)cc1
(27) C[C@@H]1CN([C@H](C)CO)C(=O)c2cc(N(C)C)ccc2O[C@H]1CN(C)Cc1ccc(C(=O)O)cc1
(28) CO[C@H]1CN(C)C(=O)c2ccc(NC(=O)c3cccc(F)c3)cc2OC[C@H](C)NC[C@@H]1C
(29) C[C@@H]1CN([C@@H](C)CO)C(=O)CCCn2cc(nn2)CO[C@H]1CN(C)S(=O)(=O)c1ccc(F)cc1
(30) CCCNC(=O)[C@@H]1[C@@H](CO)[C@@H]2Cn3c(ccc(C4=CCCC4)c3=O)[C@@H]2N1CCC(F)(F)F
Compound | 25 | 26 | 27 | 28 | 29 | 30
GASC1 inh | -1.1 | -0.8 | 5.8 | 1.8 | 1.0 | 1.9
C diff growth | 1 | 0 | 3 | -8 | . | 1
Pf Dd2 growth | -82* | 14 | 0 | 17 | 9 | 4
Tcruzi prolif | . | -25 | 10 | -18 | -25 | 28

(31) O=C(NC1CCCCC1)N[C@H]1CC[C@H](CCNS(=O)(=O)c2ccc(F)cc2)O[C@@H]1CO
(32) O=C(C[C@H]1CC[C@H](NC(=O)c2ccc(F)cc2)[C@H](CO)O1)NCc1ccncn1
(33) Cc1noc(C)c1NC(=O)N(C)C[C@H]1OCCCC[C@H](C)Oc2ccc(NC(=O)CCC(F)(F)F)cc2C(=O)N([C@@H](C)CO)C[C@@H]1C
(34) Cc1cccc(S(=O)(=O)N2CCCCN3[C@H](C2)[C@H](c2ccc(C#C[C@@H](C)O)cc2)[C@@H]3CO)c1
(35) Cc1noc(C)c1S(=O)(=O)N(C)C[C@@H]1OCCCC[C@@H](C)Oc2ccc(NC(=O)Nc3ccc(F)cc3)cc2C(=O)N([C@@H](C)CO)C[C@H]1C
(36) CC(C)NC(=O)N(C)C[C@@H]1Oc2c(NS(=O)(=O)c3ccc(F)cc3)cccc2C(=O)N([C@@H](C)CO)C[C@@H]1C
Compound | 31 | 32 | 33 | 34 | 35 | 36
GASC1 inh | -1.1 | 1.4 | 0.3 | -0.1 | -0.9 | -1.0
C diff growth | 1 | 2 | 8 | 20 | -4 | -1
Pf Dd2 growth | 13 | -18 | -2 | 1 | -31 | 9
Tcruzi prolif | 4 | -41 | 40 | 80 | 86 | .

(37) C/C=C/c1ccc([C@H]2[C@@H](CO)N(C(C)=O)[C@@H]2CN(CCC)C(=O)C2CCC2)cc1
(38) CNC(=O)C[C@H]1CC[C@H]2[C@@H](COc3ccc(NC(=O)c4ccccc4F)cc3C(=O)N2C)O1
(39) C[C@@H]1CN([C@@H](C)CO)C(=O)c2cc(-c3ccccc3)cnc2O[C@@H]1CN(C)C(=O)C1CCOCC1
(40) C[C@@H]1CN([C@@H](C)CO)C(=O)c2cc(NC(=O)Cn3cnnn3)ccc2O[C@H]1CN(C)Cc1ccc(-c2ccccc2)cc1
(41) CN(C)C(=O)c1ccc(-c2ccc([C@H]3[C@H](CO)N4CCCCN(CCC(F)(F)F)C[C@@H]34)cc2)cc1
(42) CCNC(=O)C[C@H]1CC[C@@H]2[C@H](COC[C@H](O)CN2C(=O)Nc2cccc(OC)c2)O1
Compound | 37 | 38 | 39 | 40 | 41 | 42
GASC1 inh | 0.3 | -0.3 | 2.9 | 1.2 | 0.8 | 1.6
C diff growth | -1 | -3 | 3 | -6 | -4 | 4&-3
Pf Dd2 growth | -12 | 1 | 40 | 9 | -70 | 33
Tcruzi prolif | . | -29 | 60 | 35 | 93 | .

(43) C[C@@H]1CN([C@@H](C)CO)S(=O)(=O)c2ccc(C#C[C@@H](C)O)cc2O[C@@H]1CN(C)C(=O)Cc1ccccn1
(44) COc1ccc(S(=O)(=O)N(C)C[C@H]2Oc3ccc(NC(=O)Nc4ccc(C(F)(F)F)cc4)cc3C(=O)N([C@H](C)CO)C[C@@H]2C)cc1
(45) Cc1ccc(S(=O)(=O)Nc2ccc3c(c2)C(=O)N([C@@H](C)CO)C[C@H](C)[C@@H](CN(C)C(=O)CCC(F)(F)F)OCCCC[C@H](C)O3)cc1
(46) C[C@@H]1CN([C@@H](C)CO)C(=O)c2cccc(NC(=O)C3CCCCC3)c2O[C@@H]1CN(C)C(=O)Nc1cccc2ccccc12
(47) O=C(C[C@@H]1CC[C@H](NC(=O)CC2CC2)[C@@H](CO)O1)NCc1ccc(Cl)cc1
(48) CN1C(=O)c2cc(NC(=O)c3ccc(F)cc3)ccc2OC[C@@H]2O[C@H](CC(=O)NC3CCC3)CC[C@H]21
Compound | 43 | 44 | 45 | 46 | 47 | 48
GASC1 inh | -0.3 | -3.0 | -0.7 | 0.4 | -1.1 | 2.8
C diff growth | -1 | -5 | . | -2 | . | .
Pf Dd2 growth | 5 | -8 | -24 | -68 | 8 | -25
Tcruzi prolif | 82 | 61 | 61 | 7 | -40 | 17

(49) CNC[C@H]1OCCCC[C@@H](C)Oc2ccc(NC(=O)Nc3c(C)noc3C)cc2C(=O)N([C@@H](C)CO)C[C@@H]1C
(50) C[C@@H]1CN([C@H](C)CO)C(=O)c2cc(NC(=O)CCC(F)(F)F)ccc2O[C@@H](C)CCCCO[C@H]1CN(C)S(=O)(=O)c1ccc(Cl)cc1
(51) CCC(=O)N(C)C[C@@H]1Oc2cc(-c3ccccc3)ccc2S(=O)(=O)N([C@H](C)CO)C[C@@H]1C
(52) C[C@H](CO)N1C[C@H](C)[C@H](CN(C)C(=O)CCCN(C)C)OCCCC[C@H](C)Oc2ccc(NC(=O)Nc3ccc(F)cc3)cc2C1=O
(53) C[C@H]1CN([C@@H](C)CO)C(=O)Cc2cc(NC(=O)Nc3ccc(F)cc3)ccc2O[C@@H]1CN(C)Cc1ccc(-c2ccccc2)cc1
(54) CC(C)NC(=O)N(C)C[C@@H]1Oc2c(NC(=O)c3ccc(-c4nccs4)cc3)cccc2C(=O)N([C@H](C)CO)C[C@H]1C
Compound | 49 | 50 | 51 | 52 | 53 | 54
GASC1 inh | 2.3 | -0.1 | 1.2 | 14 | -1.0 | 1.2
C diff growth | 0 | -4 | 3 | -2 | 5 | -3
Pf Dd2 growth | . | -76 | -52 | -31 | 1 | 16
Tcruzi prolif | -7 | 57 | 79 | 13 | 80 | 16

(55) C/C=C/c1cnc2c(c1)C(=O)N([C@H](C)CO)C[C@H](C)[C@@H](CN(C)C(=O)Nc1c(C)noc1C)O2
(56) C[C@H]1CN([C@@H](C)CO)C(=O)c2cc(NC(=O)C3CC3)ccc2O[C@H]1CN(C)Cc1ccncc1
(57) COc1ccc(NC(=O)N[C@H]2CC[C@H](CCn3cc(C4(O)CCCC4)nn3)O[C@@H]2CO)cc1
(58) CCC(=O)N(C)C[C@H]1Oc2ncc(Br)cc2C(=O)N([C@@H](C)CO)C[C@@H]1C
(59) CO[C@H]1CN(C)C(=O)c2ccc(NS(=O)(=O)CC(F)(F)F)cc2OC[C@H](C)N(CC2CCCCC2)C[C@@H]1C
(60) O=C(C[C@H]1C=C[C@@H](NC(=O)CC2CC2)[C@H](CO)O1)NCC(F)(F)F
Compound | 55 | 56 | 57 | 58 | 59 | 60
GASC1 inh | 0.4 | -0.7 | -2.6 | 1.6 | 0.8 | -0.6
C diff growth | 3 | -1 | 11 | 2 | -5 | 4
Pf Dd2 growth | 41 | -2 | -16 | 1 | 12 | 3
Tcruzi prolif | 31 | 4 | 25 | . | . | 58

Random draw from the library; 6.8% or so of the library scored in one or more.
